# hIAP act = increases human intestinal alkaline phosphatase activity. actives 0.16% (n = 330,000). P09923. activation factor at 10 µM. purified human IAP, CDP-Star luminescence, 30 min; active compounds read high; 1 = vehicle-only enzyme, 0 = enzyme-free background;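 active means activation factor of the enzyme at least 2-fold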; further: the source names both 10 and 20 µM as test concentration; values of inactives mirror those of a sister screen read the other way
# MIN6 prolif = induces beta-cell replication in MIN6 cells. MIN6 cells proliferation, ATPlite luminescence, 48 h; cells starved in 0.2% serum; 100% = growth in 10% serum. proliferation, % at 10 µM. actives 0.29% (n = 330,000). AID 2380;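 active means compounds whose signal lies at least 3.5 SD above the mean of all wells on their plate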;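 further: 0% = DMSO-treated cells in low-serum medium and 100% = 10% serum control; some compounds called inactive have numbers as strong as hits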
# mIAP activ = mouse IAP activation; actives 0.24% (n = 330,000); activation factor at 10 µM; muIAP, CDP-Star luminescence, 30 min; active compounds read high; 1 = vehicle-only enzyme signal, 0 = enzyme-free wells;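 active means activation factor of at least 2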; further: the source names both 10 and 20 µM as test concentration; values of inactives mirror those of a sister screen read the other way
#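 also added = chemiluminescent substrate CDP-Star | test system = mouse IAP enzyme | signal = chemiluminescence readout | compound = DMSO-dissolved test compounds | incubation = 30 min at room temperature | benchmarks = DMSO wells, no-enzyme wells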
# APOBEC3A inh = inhibitors of human APOBEC3A DNA deaminase; P31941; recombinant A3A, FAM/TAMRA ssDNA deamination fluorescence; inhibition, % at 20 µM; actives 0.41% (n = 330,000); AID 493011;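 active means at least 40% inhibition at 20 µM here, with at most 30% in a related deaminase screen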;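 further: plate controls were A3A with DMSO for no effect and wells lacking A3A enzyme for full effect; some results filed as inactive read as strong as hits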
# Target sequence (P31941 whole entry, looked up): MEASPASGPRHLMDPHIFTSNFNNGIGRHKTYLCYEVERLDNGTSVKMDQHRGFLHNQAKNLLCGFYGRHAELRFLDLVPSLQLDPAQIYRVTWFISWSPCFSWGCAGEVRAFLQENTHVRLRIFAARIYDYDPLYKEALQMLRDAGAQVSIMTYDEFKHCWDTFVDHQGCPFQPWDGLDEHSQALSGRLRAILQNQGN
# NLRP3 yeast inh = blocks the NALP3 inflammasome reconstituted in yeast. Yeast reconstituted NLRP3/ASC/caspase-1, beta-gal luminescence, 24 h. inhibition, % at 10 µM. actives 0.39% (n = 330,000). AID 2825;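 active means inhibition of 50% or more; inactive means inhibition below 50%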;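 further: plate controls were induced DMSO wells for no effect and uninduced yeast grown without galactose for full effect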
# mIAP block = mouse IAP inhibition | purified mouse IAP, CDP-Star luminescence, 30 min | inhibition, % at 10 µM | actives 0.2% (n = 330,000) | AID 2806;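 active means inhibition of at least 40% at 10 µM in the primary screen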;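 further: plate controls were DMSO with enzyme for no effect and no enzyme wells for full effect; values of inactives mirror those of a sister screen read the other way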
# hIAP block = blocks human intestinal alkaline phosphatase; inhibition, % at 10 µM; actives 0.12% (n = 330,000); purified IAP, CDP-Star luminescence, 30 min; AID 2544; P09923;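 active means inhibition reaching a set limit with compound at 10 µM in the primary screen, cut at about 35% in these data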;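 further: plate controls were DMSO wells with enzyme for no effect and no-enzyme buffer wells for full effect; values of inactives mirror those of a sister screen read the other way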
# SENP1 FRET inh = blocks the human SENP1 SUMO protease catalytic domain | Q9P0U3 | actives 0.21% (n = 360,000) | AID 624204 | recombinant SENP1 catalytic domain, CyPet-SUMO1-YPet FRET cleavage | inhibition, % at 10 µM;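 active means inhibition at least 30% at 10 µM, raw YFP signal under a set limit, fluorescence ratio 0.5 to 1.5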;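 further: 0% = enzyme with DMSO and 100% = no enzyme wells; some results filed as inactive read as strong as hits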
# Target sequence (Q9P0U3 419-644 limits assumed): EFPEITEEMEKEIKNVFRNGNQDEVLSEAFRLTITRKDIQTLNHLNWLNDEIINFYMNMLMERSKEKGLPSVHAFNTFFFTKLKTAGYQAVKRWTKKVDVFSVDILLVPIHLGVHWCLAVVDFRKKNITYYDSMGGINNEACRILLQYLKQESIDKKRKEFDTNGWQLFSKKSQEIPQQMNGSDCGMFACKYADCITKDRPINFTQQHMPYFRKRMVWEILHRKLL
#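 system = hSENP1 catalytic domain, recombinant | reagent = SFCypet-SUMO1-SFYpet substrate at 25 nM | doses = one dose per compound, 10 µM, 0.5% DMSO | incubation = enzyme reaction for 50 min at room temperature, dark | measured by = FRET, CFP and YFP emission | controls = no-enzyme low, enzyme-DMSO high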
# APOBEC3G inh = APOBEC3G (human) deaminase inhibition. Q9HC16. recombinant A3G, ssDNA deamination FAM/TAMRA fluorescence. inhibition, % at 20 µM. actives 0.28% (n = 330,000). AID 493012;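 active means inhibition of at least 40% at 20 µM, with no more than 30% in the related APOBEC3A deaminase screen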;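 further: plate controls were DMSO wells with A3G for no effect and wells lacking A3G enzyme for full effect; some compounds called inactive have numbers as strong as hits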
# Target sequence (Q9HC16 whole entry, looked up): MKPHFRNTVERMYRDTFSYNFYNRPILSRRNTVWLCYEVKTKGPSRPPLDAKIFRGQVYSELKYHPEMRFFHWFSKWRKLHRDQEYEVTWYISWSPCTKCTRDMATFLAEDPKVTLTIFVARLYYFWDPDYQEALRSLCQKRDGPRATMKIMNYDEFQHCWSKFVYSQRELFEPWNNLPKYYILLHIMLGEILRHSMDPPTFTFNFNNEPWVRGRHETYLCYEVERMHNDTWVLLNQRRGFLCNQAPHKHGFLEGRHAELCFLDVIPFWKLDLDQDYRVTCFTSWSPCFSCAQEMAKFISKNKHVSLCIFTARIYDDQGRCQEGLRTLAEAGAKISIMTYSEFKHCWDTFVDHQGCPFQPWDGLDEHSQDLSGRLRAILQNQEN
# * marks the source's active call; other numbers are inactive results; & = joins results of further samples. Some of the compounds tested; the hit share may differ from the screen's.
# Values in the order – hIAP act	MIN6 prolif	mIAP activ	APOBEC3A inh	NLRP3 yeast inh	mIAP block	hIAP block	SENP1 FRET inh	APOBEC3G inh
- COC(=O)C1=C(c2ccc(F)cc2OCc2ccccc2)C[C@@H]2CC[C@H]1N2C(=O)NCCO
    0.924	-2.4	1.01	-2.3	-11.5	-1.3	7.6	-0.4	-5.5
- CCCNC(=O)N1[C@H]2CC[C@@H]1C(C(=O)OC)=C(c1cc3ccccc3o1)C2
    0.906	3.7	0.97	-2.5	7.8	3.0	9.4	1.3	-5.1
- O=Cc1c(C(=O)O)n(Cc2ccc(F)cc2Cl)c2ccccc12
    0.989	3.0	1.04	2.2	18.1	-3.8	1.1	7.1	-4.4
- CCOC(=O)c1ccccc1NC(=O)c1c(O)[nH]c(=S)[nH]c1=O
    0.985	2.9	0.928	-3.2	17.7	7.2	1.5	2.0	-4.2
- Cn1cccc1/C=C1/C(=O)NC(=O)N(Cc2ccc(F)cc2)C1=O
    0.848	-0.8	0.898	-1.8	-0.3	10.2	15.2	-3.7	-3.9
- COc1ccc(O)c(C(C)(C)C)c1
    0.854	-4.0	0.907	2.3	2.9	9.3	14.6	-0.5	-3.7
- CCN(CC(=O)Nc1ccc(NC(C)=O)cc1)C(=O)CSC(c1ccccc1)c1ccccc1
    1.07	8.4	1.45	-1.3	16.9	-45.1	-6.6	1.4	-3.6
- COC(=O)C1=C(c2ccc(C(C)=O)cc2)C[C@@H]2CC[C@H]1N2C(=O)NCc1ccc(C(F)(F)F)cc1
    0.868	-4.5	1.03	-0.8	16.8	-3.5	13.2	0.8	-7.1
- NC(=O)c1cn(C2OC(CO)C(O)C2O)c2ncnc(N)c12 (centres undefined)
    1.05	-4.3	1.16	0.3	5.4	-15.9	-5.5	2.9&4.3	-3.1
- Nc1ccc2ccc3cccc[n+]3c2c1
    1.06	-0.9	0.953	4.0	19.9	4.7	-6.3	-28.7	4.6
- CCN(CC)C(=O)c1ccc(NC(=O)CCCSc2ccccc2)cc1
    1.03	-2.4	1.09	-4.0	9.8	-8.6	-3.2	3.0	-3.8
- CC(C)Sc1nnc([C@@H](N)Cc2ccccc2)o1
    0.915	0.5	0.946	0.0	14.7	5.4	8.5	-0.1	-0.2
- CCOC(=O)C1CCN(/C=C2/C(=O)NC(=O)N(c3cccc(C)c3C)C2=O)CC1
    0.869	-0.9	0.931	-5.2	2.5	6.9	13.1	-0.1	-6.1
- Cc1nc2ccc(Cl)cc2c(-c2ccccc2)c1C(=O)O
    1.01	-0.1	0.96	0.4	1.6	4.0	-1.2	0.6	-4.8
- O=C(COC(=O)Cc1ccccc1)Nc1nnc(-c2ccccc2)o1
    1.18	-4.2	0.942	9.8	13.1	5.8	-18.0	-2.0	-5.7
- COc1ccc(-n2c(O)c(/C=C3\C=Nc4ccc(Br)cc43)c(=O)[nH]c2=O)c(OC)c1
    1.1	-5.4	0.903	-7.2	24.4	9.7	-10.5	-5.7	-8.5
- OC(CNC1CCCCC1)c1ccccc1 (centres undefined)
    0.992	-0.8	0.986	-7.8	6.0	1.4	0.8	1.4	-8.5
- C/C(=N\N1CCN(C)CC1)c1c(O)n(Cc2ccccc2)c(=O)[nH]c1=O
    1.15	1.1	0.916	-3.4	9.3	8.4	-15.3	2.0	-6.3
- CCSP1(=S)N=C(N2CCOCC2)C(C#N)=C2CCCN21 (centres undefined)
    0.944	-3.2	0.986	-3.9	5.8	1.4	5.6	1.9	-8.0
- Clc1ccc(C(c2ccccc2)c2ncc[nH]2)cc1 (centres undefined)
    1.07	0.0	0.99	0.0	16.0	1.0	-7.0	1.3	-6.5
- COc1ccc2cc(C(=O)C3CCCN(C4CCOCC4)C3)ccc2c1 (centres undefined)
    0.953	-1.8	0.976	0.9	25.5	2.4	4.7	0.6	-7.1
- COC(=O)C1=C(c2ccc(F)cc2OCc2ccccc2)C[C@@H]2CC[C@H]1N2C(=O)N1CCOCC1
    0.889	4.5	1.07	-4.2	8.2	-7.0	11.1	1.2	-11.2
- CCOC(=O)CC1=C(C(=O)OCC)C2(C(=O)Nc3ccccc32)C(C#N)=C(N)O1 (centres undefined)
    1.01	2.8	1.01	-4.5	-2.4	-1.4	-0.8	0.1	-6.3
- C/C(=N\N1CCCCCC1)c1c(O)n(C2CCCCC2)c(=O)[nH]c1=O
    1.16	-0.5	1	-1.5	0.5	-0.5	-16.1	0.5	-2.8
- Cc1ccc(C(=O)c2cc(Br)ccc2N)cc1
    0.796	0.8	0.953	2.4	14.1	4.7	20.4	-5.2	7.5
- CCCCN1C(=O)C(C2c3ccccc3C(=O)N2Cc2ccccc2)C(=O)NC1=S (centres undefined)
    0.895	1.2	0.913	1.4	-2.8	8.7	10.5	-0.3	0.6
- CC(=Nc1ccccc1N)c1c(O)n(C)c(=O)[nH]c1=O
    1.35	-3.6	0.917	-4.0	14.6	8.3	-34.7	15.9	2.6
- CCS(=O)(=O)NC(C)c1nnc2n1-c1ccc(Br)cc1C(c1ccccc1Cl)=NC2 (centres undefined)
    0.883	-1.5	0.984	-1.8	8.2	1.6	11.7	1.9	-5.9
- CCOP(=O)(OCC)C(NC(=O)c1ccc(Cl)cc1)=C(Cl)Cl
    0.798	-1.3	1.08	-9.8	9.5	-7.7	20.2	2.5	-5.2
- Cc1ccc2c(c1)C(c1ccccc1)=NCC(=O)N2C
    1.05	-1.4	1	-0.8	11.7	-0.3	-5.5	0.5	0.4
- Cc1nccn1Cc1ccc(Cl)nc1
    1.21	-3.4	1.01	-1.1	1.2	-1.3	-20.7	2.3	-4.2
- O=C(CN1C2CCC1CC(O)(c1cccnc1)C2)Nc1ccc2c(c1)OCO2 (centres undefined)
    0.864	-0.3	1.02	-3.5	0.3	-1.7	13.6	-4.2	-2.5
- CC1CCCC(NC(=O)CNC(=S)N2CC3CC(C2)c2cccc(=O)n2C3)C1C (centres undefined)
    1.21	-1.1	1	-4.7	-8.5	-0.5	-21.0	1.3	-4.3
- O=C1NC(=O)C2(Cc3c(nc4ccccn4c3=O)N3CCCCCC32)C(=O)N1Cc1ccccc1 (centres undefined)
    1	-1.8	0.984	-0.8	11.9	1.6	-0.2	-4.3	-3.3
- O=C(CN1CC=C(c2ccccc2)CC1)Nc1c(Cl)cccc1Cl
    1.01	1.4	1	-1.1	19.4	0.0	-0.6	-6.8	2.7
- Cc1ccc(CCN2CC(C(=O)N3CCC4(CC3)OCCO4)CC2=O)cc1 (centres undefined)
    0.876	-0.5	0.997	6.4	16.3	0.3	12.4	1.8	-3.2
- C=C1C(=O)O[C@@H]2C[C@@H](C)[C@@H]3C=CC(=O)[C@@]3(C)[C@@H](OC(=O)CC(=O)O[C@H]3[C@@H]4C(=C)C(=O)O[C@@H]4C[C@@H](C)[C@@H]4C=CC(=O)[C@]43C)[C@H]12
    0.85	-7.6	0.964	1.5	3.8	3.6	15.0	-12.2	-3.0
- CC1(CCl)CN1S(=O)(=O)c1ccccc1 (centres undefined)
    1.03	5.4	0.997	2.2	5.5	0.3	-3.0	2.2	-6.5
- CCn1c(O)c(/C=N/NC(=O)c2ccncc2)c(=O)[nH]c1=S
    1.17	1.0	0.721	-3.7	14.1	27.9	-17.2	-20.9	-7.6
- CCN1C[C@]2(CO)CC[C@H](OC)[C@@]34C5C[C@H]6[C@H](OC)C5[C@](O)(C[C@H]6OC)[C@@H](C(OC)C23)[C@@H]14 (some centres undefined)
    1.03	-0.6	0.919	-1.3	6.2	8.1	-2.7	0.8	-3.9
- CC(=O)CC(C)(C)n1c[n+](C)nn1
    1.03	-1.6	0.898	-6.2	0.4	10.2	-2.8	-1.7	-5.8
- O=C(CN1CCN(CCO)CC1)Nc1ccc(Cl)cc1C(=O)c1ccccc1
    0.888	-2.6	1.03	2.3	8.3	-3.1	11.2	0.7	-2.0
- N#Cc1ccccc1OCC(=O)N1CCN(CC(=O)Nc2ccc(F)cc2)CC1
    0.991	4.2	0.902	-2.1	-2.1	9.8	0.9	1.4	-10.2
- C=Cn1c(P(=S)(N2CCOCC2)N2CCOCC2)cc2c1CCCC2
    0.856	-2.2	0.981	7.6	15.4	1.9	14.4	-1.9	12.0
- CNC(=O)OCCc1n(C)cc[n+]1C
    1.03	-0.2	1.02	40.3	18.8	-2.4	-2.7	1.9	38.8
- CCCCc1nc2ccccc2c(=O)n1-c1ccccc1[N+](=O)[O-]
    0.854	-0.1	0.96	3.2	-0.7	4.0	14.6	-3.7	-1.9
- CCOC(=O)/C(CCCN(CC)CC)=N\O
    1.11	1.2	1.02	75.3*	11.5	-2.1	-10.8	0.1	19.2
- COc1cc(Cn2c(N)c(C(=O)NCc3ccco3)c3nc4ccccc4nc32)cc(OC)c1OC
    1.04	-5.5	1.03	-4.8	19.3	-3.1	-3.8	-30.8	-3.4
- CCOc1ccc(-c2c(C)n(-c3ccc(OCC)cc3)c3[n+]2CCCCC3)cc1
    0.986	-4.0	1.03	5.5	18.8	-2.9	1.4	1.9	2.2
- COC(=O)C1=C(c2cccc(C#N)c2)C[C@@H]2CC[C@H]1N2C(=O)NCc1cccc2ccccc12
    0.813	5.9	0.998	-3.2	7.8	0.2	18.7	0.7	-10.7
- O=C(O)c1cc(Oc2ccc(C(F)(F)F)cc2Cl)ccc1[N+](=O)[O-]
    0.94	-1.7	0.937	-1.0	12.2	6.3	6.0	-1.1	-4.5
- COc1ccccc1C1=NCc2nnc(CSC)n2-c2ccc(Cl)cc21
    0.856	-0.4	0.924	2.0	11.0	7.6	14.4	3.6	1.7
- COc1ccc(C2=NCC(=S)Nc3ccc(Cl)cc32)cc1OC
    0.941	-0.7	0.819	-1.4	20.2	18.1	5.9	2.5	-9.6
- c1ccc(Nc2ccc(Nc3ccccc3)cc2)cc1
    0.809	-6.4	0.894	1.0	41.6	10.6	19.1	-3.0	-8.2

# Another view of part of the listing above.
CCCCc1nc2ccccc2c(=O)n1-c1ccccc1[N+](=O)[O-]
- hIAP act: 0.854
- MIN6 prolif: -0.1
- mIAP activ: 0.96
- APOBEC3A inh: 3.2
- NLRP3 yeast inh: -0.7
- mIAP block: 4.0
- hIAP block: 14.6
- SENP1 FRET inh: -3.7
- APOBEC3G inh: -1.9
O=C(CN1CCN(CCO)CC1)Nc1ccc(Cl)cc1C(=O)c1ccccc1
- hIAP act: 0.888
- MIN6 prolif: -2.6
- mIAP activ: 1.03
- APOBEC3A inh: 2.3
- NLRP3 yeast inh: 8.3
- mIAP block: -3.1
- hIAP block: 11.2
- SENP1 FRET inh: 0.7
- APOBEC3G inh: -2.0
O=Cc1c(C(=O)O)n(Cc2ccc(F)cc2Cl)c2ccccc12
- hIAP act: 0.989
- MIN6 prolif: 3.0
- mIAP activ: 1.04
- APOBEC3A inh: 2.2
- NLRP3 yeast inh: 18.1
- mIAP block: -3.8
- hIAP block: 1.1
- SENP1 FRET inh: 7.1
- APOBEC3G inh: -4.4
CCS(=O)(=O)NC(C)c1nnc2n1-c1ccc(Br)cc1C(c1ccccc1Cl)=NC2 (centres undefined)
- hIAP act: 0.883
- MIN6 prolif: -1.5
- mIAP activ: 0.984
- APOBEC3A inh: -1.8
- NLRP3 yeast inh: 8.2
- mIAP block: 1.6
- hIAP block: 11.7
- SENP1 FRET inh: 1.9
- APOBEC3G inh: -5.9

# Screens deposited in PubChem BioAssay by Sanford-Burnham Center for Chemical Genomics.
